# UTI89 phage lysis = inhibition of K1F phage lysis, E. coli UTI89, bacterial capsule biogenesis inhibitors, alamar blue (AID 488966) | inhibition, % at 100 µM, or IC50 in µM where a hit was titrated | E. coli UTI89 K1F phage lysis, alamar blue, 2 h; higher % means a stronger effect | 340,000 tested, 0.02% active;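 active = phage lysis inhibition, versus mean bacterial control, above a set limit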;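 also: capsule biogenesis inhibitors block K1F phage lysis so surviving cells raise fluorescence; higher fluorescence means more inhibition of phage lysis; actives were called in the ten point dose series up to 300 µM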
# Active calls of the source: *; i = inactive; [ ] = dose if it differs, or a comment. These rows are one share of the data (hit frequency here may not be typical).
Molecule | UTI89 phage lysis
CCOC(=O)C1CCN(C(=O)c2cccc(S(=O)(=O)N(C)C3CCCCC3)c2)CC1 | 0.2%[50 µM]
Cc1ccc(C(=O)c2ccccc2C(=O)OCC(=O)N2CC(C)CC(C)C2)cc1 (stereo not given) | 0.8%[50 µM]
CC1CN(C(=O)COc2ccc3ccccc3c2)CC(C)O1 (stereo not given) | -0.3%
COc1ccc(NC(=O)CN(C)CC(=O)NCC2CCCCC2)cc1 | 0.7%[50 µM]
COc1ccccc1/C=C/C(=O)c1cc(Br)ccc1OC(=O)c1ccco1 | 0.9%
C(=NN1CCCCCC1)c1ccc2c(c1)OCO2 | 1.6%
COc1ccc(CNC(=O)CCNC(=O)c2ccco2)cc1OC | 1.8%[50 µM]
O=c1cc(-c2ccccc2)oc2cc(O)ccc12 | -8.0%
COc1ccc2c(c1)[C@H]1[C@H](CO2)[C@H](c2ccccc2)[C@]2(C)C(=O)Nc3ccc(F)cc3C(=O)N12 | -0.5%
CC(=O)Nc1cc(NC(C)=O)cc(C(=O)OCC(=O)N(c2ccccc2)C2CCS(=O)(=O)C2)c1 (stereo not given) | 0.0%[50 µM]
Cc1ccc2c(CC(=O)NNC(=O)c3ccccc3O)coc2c1 | 0.3%[50 µM]
O=C1C=C(c2cccc(O)c2)CCC1 | -0.3%
CN(C)C1(CNC(=O)C2CCN(S(=O)(=O)c3c(Cl)cccc3Cl)CC2)CCCCC1 | 1.4%[50 µM]
Cc1noc(C)c1COc1ccc(C(=O)NCC(c2c(F)cccc2Cl)N(C)C)cc1 (stereo not given) | 0.2%[50 µM]
CCOC(=O)[C@@H]1[C@H]2COc3cc(OC)ccc3[C@H]2N2C(=O)N(c3ccc(C(F)(F)F)cc3)C(=O)[C@]12C | 3.0%

# Carrying on:
Molecule | UTI89 phage lysis
CCN1C(=O)[C@H]2[C@@H](c3ccc(-c4cccc(Cl)c4)c(OC)c3)N[C@@](C)(C(=O)OC)[C@H]2C1=O | -0.9%
O=C(CSc1nnc(-c2ccncc2)o1)Nc1cc(Cl)ccc1C(=O)O | 0.7%
O=C(Cc1ccccc1)N/N=C/c1ccccn1 | 0.5%[50 µM]
CCN(CC(=O)Nc1c(F)cccc1F)C(=O)c1ccc(Sc2nncn2C)c([N+](=O)[O-])c1 | 1.1%[50 µM]
Cc1ccc(-c2nn(-c3ccc(F)cc3)cc2C(=O)NCCCN2CCCC2=O)cc1 | 0.3%[50 µM]
O=S(=O)(CCNC1CC1)NC1CCCCC1 | 0.2%
Cc1cccc(Nc2ccc(S(=O)(=O)N3CCOCC3)cc2[N+](=O)[O-])c1 | 0.5%[50 µM]
O=C(Nc1ccc(NS(=O)(=O)c2ccccc2)c(Cl)c1)c1ccccc1 | 2.2%
Cc1nc2ccccn2c(=O)c1NC(=O)c1cccs1 | -0.1%[50 µM]
COc1ccc2oc(C(=O)OCC(=O)N(C)CC(=O)Nc3ccc(F)cc3)c(C)c2c1 | -0.5%[50 µM]
CC[C@@H]1C=C(C(=O)O)[C@H](c2ccc(C)cc2)N1S(=O)(=O)c1ccc(C)cc1 | 0.3%
O=C(OCc1ccccc1)c1ccccc1 | 2.6%
CCN1C(=O)[C@H]2[C@H]3CN=C(SCC4CC4)N3[C@@](CC)(C(=O)OC)[C@H]2C1=O | 0.1%
O=C1N[C@@H](c2ccccc2)COC(=O)[C@@H](Cc2ccc(F)cc2)CC/C=C/C[C@H]1CC(=O)N(CCO)Cc1ccccc1 | 0.5%
O=C(NN=CC=Cc1ccccc1)C(O)C(O)C(=O)NN=CC=Cc1ccccc1 (stereo not given) | -2.6%

# Continued.
Molecule | UTI89 phage lysis
C=CCn1c(SCC(=O)Nc2c(C)n(C)n(-c3ccccc3)c2=O)nc2ccccc2c1=O | 1.1%
Cc1cccc(NC(=O)c2ccc(S(=O)(=O)N3CCCCCC3)cc2)n1 | -0.3%[50 µM]
O=C(/C=C/c1ccccc1)Nc1cccc(C(=O)NCCc2ccccc2)c1 | 0.1%
O=C(COC(=O)c1nc(Cl)ccc1Cl)Nc1ncc(Cl)cc1Cl | 0.3%[50 µM]
COc1ccccc1NS(=O)(=O)c1cc(C(=O)Nc2ccc(S(=O)(=O)Nc3onc(C)c3C)cc2)ccc1C | -0.6%[50 µM]
Cc1c(C(=O)OCC(=O)Nc2ccc(N3CCOCC3)cc2)oc2ccccc12 | -0.5%
COCCn1c(CN2CCN(c3ccccc3)CC2)nc2c1c(=O)n(C)c(=O)n2C | 0.0%
CCN(C(=O)COC(=O)CSc1cc(C)c2ccccc2n1)c1ccccc1 | 2.0%[50 µM]
COc1cc(OC)cc(C(=O)NNC(=O)c2cc(=O)[nH]c3ccccc23)c1 | 1.3%[50 µM]
COC(=O)c1ccccc1C(=O)N(c1ccccc1)c1ccccc1 | 0.0%
O=c1oc2ccccc2c(O)c1Sc1ccc(Cl)cc1 | -2.3%
Cc1ccc(/C=C/C(=O)OCC(=O)Nc2cccnc2Cl)cc1 | 0.6%[50 µM]
CN(c1ccccc1)S(=O)(=O)c1ccc(C(=O)N2CCCC2)cc1 | 0.9%[50 µM]
CN(C(=O)c1ccc(NC(=O)Cc2ccc(NC(=O)C3CCN(C(=O)C4CC4)CC3)cc2)cc1)C1CCCC1 | 0.1%
COc1cc(NC(=O)OCc2ccccc2)c2ncccc2c1 | -4.3%

# (more compounds)
Molecule | UTI89 phage lysis
COC(=O)C1OC(OC2CC[C@]3(C)C(CC[C@@]4(C)[C@@H]3CC=C3[C@@H]5CC(C)(C)CC[C@]5(C(=O)OC5OC(CO)C(O)C(O)C5O)CC[C@]34C)C2(C)C)C(O)C(O)C1O[C@H]1OCC(O)C(O)C1O (stereo not given in full) | 0.0%
C[C@H]1COC(=O)[C@H](CC(=O)OC(C)(C)C)C/C=C\C[C@@H](CC(=O)N(CCO)Cc2ccccc2)C(=O)N1 | 0.7%
CCOC(=O)C1CCCN(C(=O)CNC(=O)c2ccc(Br)o2)C1 (stereo not given) | 0.1%[50 µM]
CCC[C@@H](CN1CCC[C@H]1CN1C(N)=NC[C@H]1C(C)C)N1C[C@@H]([C@H](C)CC)N(CCCC2CCCC2)C1=N | 0.6%
Cc1[nH][nH]c(=O)c1C | 1.8%
Cc1ccc(S(=O)(=O)N(C)c2ccc(OCC(=O)OCc3cccc(Br)c3)cc2)cc1 | 0.5%[50 µM]
Cc1cnc(C(=O)OCC(=O)N2CCC(C)CC2)cn1 | 0.7%[50 µM]
CC12CCCC(CC(=O)O)(C1)NC(=O)C2 (stereo not given) | -4.8%
COc1cc(C(=O)OCC(=O)N2CCCC2)cc2c1OCCO2 | 0.2%[50 µM]
COc1ccccc1C1=CN(Cc2ccccc2)CCC1=O | 0.9%
COc1ccc([C@H]2CC(=O)C=C(c3ccnc4ccc(Cl)cc34)C2)cc1 | -0.7%
COc1cc(OC)cc(C(=O)Nc2cccc(NC(=O)c3cc(OC)cc(OC)c3)n2)c1 | 0.5%
CCC(C)c1ccc(S(=O)(=O)N2CCN(CC(O)CN3CCOCC3)CC2)cc1 (stereo not given) | 0.6%[50 µM]
Cc1oc(-c2cccc(Cl)c2)nc1CN1CCC(C(=O)N2CCN(c3ccccn3)CC2)CC1 | 5.1%
COc1cc(/C=N/NC(=O)c2cccc3ccccc23)ccc1OCC(N)=O | i

# Molecules from the list above that contain bromine:
Molecule | UTI89 phage lysis
COc1ccccc1/C=C/C(=O)c1cc(Br)ccc1OC(=O)c1ccco1 | 0.9%
CCOC(=O)C1CCCN(C(=O)CNC(=O)c2ccc(Br)o2)C1 (stereo not given) | 0.1%[50 µM]
Cc1ccc(S(=O)(=O)N(C)c2ccc(OCC(=O)OCc3cccc(Br)c3)cc2)cc1 | 0.5%[50 µM]

# Some of these compounds in order of molecular weight, low to high.
Molecule | UTI89 phage lysis
Cc1[nH][nH]c(=O)c1C | 1.8%
CC12CCCC(CC(=O)O)(C1)NC(=O)C2 (stereo not given) | -4.8%
COc1ccc([C@H]2CC(=O)C=C(c3ccnc4ccc(Cl)cc34)C2)cc1 | -0.7%
COc1cc(/C=N/NC(=O)c2cccc3ccccc23)ccc1OCC(N)=O | i
CCOC(=O)C1CCCN(C(=O)CNC(=O)c2ccc(Br)o2)C1 (stereo not given) | 0.1%[50 µM]

# More entries
Molecule | UTI89 phage lysis
O=C(COC(=O)c1ccccc1O)NCc1ccccc1Cl | 1.4%[50 µM]
O=C(O)C1C2CCCCC2=C2CCCCC2C1C(=O)Nc1nccs1 (stereo not given) | -2.2%
Cc1noc(NS(=O)(=O)c2ccc(NC(=O)c3cc4ccccc4o3)cc2)c1C | i
CC(=O)c1cccc(NC(=O)C2CC(=O)N(C3CCCC3)C2)c1 (stereo not given) | 1.4%
C[C@@H]1CCC[C@]2(O[C@H](CCO)C[C@@H](O)[C@@H]2O)O1 | 0.4%
CCCC1CC(=O)NC1(C(=O)OCC)C(=O)OCC (stereo not given) | 1.9%
Cc1ccccc1C(=O)N1CCC(C(=O)OCc2ccccn2)CC1 | i
Cc1cc(Br)ccc1NC(=O)CN(C)C(=O)C1CSC2(C)CCC(=O)N12 (stereo not given) | 1.0%[50 µM]
CCCCc1ccc(CC(=O)Nc2cc(S(=O)(=O)N3CCOCC3)ccc2O)cc1 | -0.5%
CCCCn1c(N)c(N(CCOC)C(=O)CN2C(=O)C3CCCCC3C2=O)c(=O)[nH]c1=O (stereo not given) | 0.5%[50 µM]
O=S(=O)(/N=C(/Nc1nc2ccccc2s1)c1ccccc1)c1ccc(F)cc1 | -0.1%[50 µM]
CN(C(=O)COC(=O)c1ccc2c(c1)OCO2)c1c(N)n(Cc2ccccc2)c(=O)[nH]c1=O | 1.6%[50 µM]
Cc1ccc(NC(=O)C(C)OC(=O)CCN=C2NS(=O)(=O)c3ccccc32)cc1 (stereo not given) | 0.5%[50 µM]
CN(C)CCOC(=O)COc1ccc(Cl)cc1 | 1.4%
CC(=O)Nc1ccc2c(COC(=O)[C@@H](NS(=O)(=O)c3ccc(C)cc3)C(C)C)cc(=O)oc2c1 | 0.0%

# Continuation.
Molecule | UTI89 phage lysis
COCCN(C(=O)CSCC(=O)Nc1ccc(C)cc1)c1c(N)n(CC(C)C)c(=O)[nH]c1=O | 0.5%[50 µM]
O=C(NCC(=O)N1CCN(S(=O)(=O)c2ccc3c(c2)OCCO3)CC1)c1ccccc1Cl | 0.6%[50 µM]
Cc1cccc(C)c1NC(=O)C1CSC2(C)CCC(=O)N12 (stereo not given) | 0.7%[50 µM]
CN(C)S(=O)(=O)c1ccc(Cl)c(C(=O)OCC(=O)NC(=O)NC2CCCC2)c1 | 0.3%[50 µM]
O=S1(=O)N[C@@H](CC2CCCCC2)COc2cc(Br)ccc21 | 0.3%
CC(C)(C)NC(=O)CN1CCCN(C(=O)c2cccc(S(=O)(=O)N3CCc4ccccc43)c2)CC1 | 0.4%[50 µM]
CCOc1ccc(S(=O)(=O)NCCC(=O)NCCc2ccc(OCC)c(OCC)c2)cc1 | 0.7%[50 µM]
Cc1ccc(C(=O)OCC(=O)c2ccc(S(=O)(=O)N3CCCCC3)cc2)o1 | 0.8%[50 µM]
COc1ccc(NC(=O)COC(=O)c2ccc3ccccc3n2)c(OC)c1 | 0.7%[50 µM]
COCCN(C(=O)c1cc(Cl)nc2ccccc12)c1c(N)n(Cc2ccccc2)c(=O)[nH]c1=O | 1.1%[50 µM]
COC(=O)C1=C[C@@H](C(=O)OC)[C@@H]2C3=C(C(=O)[C@@]2(C)NC(=O)c2ccccc2)[C@H](c2ccccc2)[C@@H]2C(=O)NC(=O)[C@@H]2[C@@H]3C1 | -0.3%
CC1(C)CC(=O)C(=Cc2cn(-c3ccccc3)nc2-c2ccccc2)C(=O)C1 | 0.3%
ON(CCc1ccncc1)Cc1ccccc1 | 3.6%
O=C(CCCCC(=O)Nc1ccc(F)cc1F)Nc1ccc(F)cc1F | -0.7%
COc1ccccc1C(=O)NC(=O)COC(=O)CCS(=O)(=O)c1ccc(C)cc1 | -2.3%

# Remaining list, next part:
Molecule | UTI89 phage lysis
O=C(COC(=O)c1cc(=O)[nH]c2ccccc12)NC1CCCCC1 | -0.7%
Cc1ccc(NC(=O)CSc2nnc(C3CC3)n2C)cc1S(=O)(=O)N1CCCCC1 | 0.1%
C[C@@H]1CN([C@@H](C)CO)C(=O)c2cccc(NS(C)(=O)=O)c2O[C@H]1CN(C)Cc1ccc(C(=O)O)cc1 | 1.0%
Cc1ccc(C(=O)NCc2ccccc2CN2CCCC2)cc1S(=O)(=O)N1CCOCC1 | 0.5%[50 µM]
CC(C)(C)OC(=O)NCCCCCNC(=O)c1nc[nH]c1C(=O)N1CCN(c2ccccc2)CC1 | 0.2%
COC(=O)c1sccc1NC(=O)c1ccccc1Br | 0.7%
COC(=O)c1c(C)[nH]c(C(=O)OCC(=O)c2c(N)n(CC(C)C)c(=O)n(C)c2=O)c1C | 1.0%
Nc1c(C(=O)CSc2ncccn2)c(=O)[nH]c(=O)n1C1CC1 | 0.0%[50 µM]
O=C(NCCCc1ccccc1)c1cccc(S(=O)(=O)N2CCOCC2)c1 | 0.6%[50 µM]
O=C(CN1C(=O)c2ccccc2S1(=O)=O)Nc1cccc(S(=O)(=O)N2CCOCC2)c1 | 1.1%
CCN1C(=O)[C@H]2[C@@H](c3ccc(-c4cccc(Cl)c4)c(OC)c3)N[C@@](CC(C)C)(C(=O)OC)[C@H]2C1=O | 0.3%
COC(=O)c1ccccc1NC(=O)CNc1ccc(F)c(S(=O)(=O)N2CCOCC2)c1 | 0.7%[50 µM]
Cc1c(C(=O)OCC(=O)NC(=O)NC2CCCCC2)cccc1[N+](=O)[O-] | -2.5%
Cc1ccc(S(=O)(=O)N2CCN(c3ncnc4scc(-c5ccccc5)c34)CC2)cc1 | 0.1%[50 µM]
CC(Oc1ccc(Br)cc1)C(=O)Nc1ccc(S(=O)(=O)N(C)C2CCN(C)CC2)cc1 (stereo not given) | 1.5%[50 µM]
COc1cc(OC)cc(-c2cc3ccc(OC)cc3cn2)c1 | 2.0%
O=C(CSc1ncccn1)Nc1ccc2c(c1)OCO2 | 5.0%

# Source: PubChem (Southern Research Specialized Biocontainment Screening Center)
